M4 antag: human M4 muscarinic receptor antagonists, primary screen, CHO cells, Fluo-8 calcium fluorescence; Muscarinic acetylcholine receptor M4 (Homo sapiens), P08173; CHO-hM4 cells, ACh EC80; inhibition, % at 3 µM; hit rate 0.73% among 360,000;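 active means inhibition above its plate's cutoff, the mean inhibition of sample wells plus 3 SD, cut at about 27% in these data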;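 further: 0% = acetylcholine EC80 with DMSO and 100% = DMSO without agonist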
Target sequence (P08173 whole entry, looked up): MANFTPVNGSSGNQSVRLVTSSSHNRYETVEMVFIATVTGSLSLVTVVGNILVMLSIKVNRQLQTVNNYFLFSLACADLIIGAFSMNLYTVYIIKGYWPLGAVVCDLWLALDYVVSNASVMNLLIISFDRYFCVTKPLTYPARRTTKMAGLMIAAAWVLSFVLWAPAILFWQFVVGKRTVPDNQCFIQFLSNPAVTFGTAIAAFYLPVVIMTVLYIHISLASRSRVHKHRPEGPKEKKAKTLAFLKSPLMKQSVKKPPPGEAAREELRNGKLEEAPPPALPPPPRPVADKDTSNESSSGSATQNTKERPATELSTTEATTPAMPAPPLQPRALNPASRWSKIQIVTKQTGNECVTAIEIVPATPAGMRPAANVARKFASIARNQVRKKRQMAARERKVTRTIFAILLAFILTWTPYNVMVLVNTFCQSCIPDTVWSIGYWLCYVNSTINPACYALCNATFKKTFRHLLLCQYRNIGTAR
CHRM1 antagonist: human M1 muscarinic receptor antagonists, primary screen, CHO-K1 cells, Fluo-8 calcium fluorescence, 1536-well; hit rate 1.3% among 360,000; inhibition, % at 3 µM; CHO-K1 hM1, ACh EC80 antagonist; Muscarinic acetylcholine receptor M1 (Homo sapiens), P11229;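 active means percent inhibition above its own plate's cutoff, namely the mean of that plate's compound wells plus 3 SD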;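 further: peak over basal fluorescence ratio during 140 s after agonist addition; 0% = ACh EC80 plus DMSO and 100% = DMSO alone without agonist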
Target sequence (P11229 whole entry, looked up): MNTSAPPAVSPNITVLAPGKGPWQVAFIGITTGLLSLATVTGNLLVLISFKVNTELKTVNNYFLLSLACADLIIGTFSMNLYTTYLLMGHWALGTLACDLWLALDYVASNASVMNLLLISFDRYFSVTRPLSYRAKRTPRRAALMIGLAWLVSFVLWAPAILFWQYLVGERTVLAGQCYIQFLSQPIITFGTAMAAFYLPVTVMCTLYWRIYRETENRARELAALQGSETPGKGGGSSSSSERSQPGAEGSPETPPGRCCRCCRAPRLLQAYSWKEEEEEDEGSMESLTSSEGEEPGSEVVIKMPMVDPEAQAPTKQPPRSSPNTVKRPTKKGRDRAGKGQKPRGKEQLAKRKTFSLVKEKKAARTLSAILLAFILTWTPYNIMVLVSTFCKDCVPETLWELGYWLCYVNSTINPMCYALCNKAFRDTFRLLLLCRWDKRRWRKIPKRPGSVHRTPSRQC
M4 ag: human M4 muscarinic receptor agonists, primary screen, CHO-K1 cells, Fluo-8 calcium fluorescence | Muscarinic acetylcholine receptor M4 (Homo sapiens), P08173 | CHO-K1 hM4/Gqi5; vehicle 0%, full acetylcholine response 100% | activation, % at 3 µM | hit rate 0.14% among 360,000;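 active means activation above the run mean over all test wells plus 3 SD, cut at about 32% in these data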;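 further: peak over basal fluorescence ratio per well then scaled between controls; 0% = DMSO wells and 100% = acetylcholine at EC100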
M1 ag: human M1 muscarinic receptor agonists, primary screen, Fluo-8 calcium fluorescence, CHO-K1 cells, HTS. Muscarinic acetylcholine receptor M1 (Homo sapiens), P11229. CHO-K1 hM1, agonist mode; 0% DMSO, 100% acetylcholine EC100. activation, % at 3 µM. hit rate 0.33% among 360,000;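 active means activation above the run's mean compound activation plus 3 SD, cut at about 16% in these data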;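 further: peak over basal fluorescence ratio within a 140 s kinetic read after compound addition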
OXTR potentiator: human OXTR potentiators, primary screen, fluorescence, CHO-OTR cells, Fluo-8 calcium | hit rate 0.061% among 320,000 | Fluo-8 calcium fluorescence, potentiator mode; 0% = oxytocin EC15, 100% = EC100 | Oxytocin receptor (Homo sapiens), P30559 | activation, % at 3 µM;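 active means activation above that plate's cutoff, the mean activation of tested compounds plus 3 SD, cut at about 6.6% in these data, passing the limit was not always enough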;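 further: 100% uses oxytocin at 75 nM as the full agonist control; some results filed as inactive read as strong as hits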
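System: human OTR in CHO cells; Also added: sub-maximal oxytocin, roughly EC15; Timing: compound 6 min at room temperature before oxytocin, 100 s read; Technique: Fluo-8 intracellular calcium fluorescence, ex 470-495, em 515-575 nm; Controls: oxytocin EC15 low and EC100 high; Replication: singlicate.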
M1 ag parental: counter-screen for M1 agonists: effect in parental CHO-K1 cells. Fluo-8 calcium fluorescence; scaled to maximal ATP response, vehicle zero. activation, % at 3 µM. hit rate 0.48% among 360,000. AID 602248, 2012; in the data active means activation above about 15%;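 further: untransfected CHO-K1 host cells lacking M1 receptor as counterscreen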
CHRM1 PAM: human M1 muscarinic receptor positive allosteric modulators, primary screen, CHO-K1 cells, Fluo-8 calcium fluorescence, 1536-well. CHO-K1 hM1, ACh EC20; 0% = ACh EC20, 100% = maximal ACh. Muscarinic acetylcholine receptor M1 (Homo sapiens), P11229. activation, % at 3 µM. hit rate 0.088% among 360,000; in the data active means activation above about 19%, passing the limit was not always enough
CHO parental Ca: ATP-evoked calcium signal inhibitors, parental CHO, primary screen, counter-screen for OX1R antagonist project, cell-based, fluorescence, Fluo-8 calcium dye; parental CHO-K1, ATP-induced calcium, Fluo-8 fluorescence; inhibition, % at 5.6 µM; hit rate 0.63% among 330,000;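 active means inhibition above that plate's mean sample inhibition plus 3 SD, cut at about 26% in these data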;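 further: 0% = ATP-challenged DMSO wells and 100% = DMSO wells without ATP; some compounds past the cut are filed as inactive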
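Assay system – parental CHO cells · Reagent – ATP stimulus · Detection – intracellular calcium via Fluo-8 no-wash fluorescent dye · Evaluation – percent inhibition of ATP-evoked calcium rise, normalized to controls · Controls – ATP wells versus no-ATP DMSO wells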
CHO-K1 Ca antag: M1 antagonist counterscreen hit in parental CHO-K1 cells; hit rate 0.6% among 360,000; inhibition, % at 3 µM; ATP-induced calcium, Fluo-8 fluorescence;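 active means inhibition above a per-plate cutoff, the plate's mean sample inhibition plus 3 SD, cut at about 24% in these data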;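 further: 0% = DMSO plus EC80 ATP and 100% = DMSO alone without ATP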
Starred values were filed as active, the others as inactive; · = no result given.

SMILES | M4 antag | CHRM1 antagonist | M4 ag | M1 ag | OXTR potentiator | M1 ag parental | CHRM1 PAM | CHO parental Ca | CHO-K1 Ca antag
Cc1cc(C)cc(NC(=S)N2CCN(Cc3ccccc3)CC2)c1 | -3 | -10 | 0 | -2 | -10 | 2.2 | 14 | -13 | -11
CCCc1nnc(NC(=O)CN2C(=O)c3ccccc3S2(=O)=O)s1 | 9 | -2 | 1 | 0 | -9 | 1.4 | 6 | -6 | -6
Cc1ccc(CNCc2cc(Cl)ccc2O)cc1 | 3 | -1 | 9 | 5 | -7 | 8.4 | 5 | -19 | -15
CC1CCCCC12NC(=O)N(CC(=O)OCC(=O)NCc1ccc(F)cc1)C2=O (stereo unspecified) | -16 | 8 | 3 | -1 | -4 | 0.2 | -5 | -9 | -11
COc1cccc(-c2c(C(=O)N/N=C/c3ccoc3)nnn2-c2nonc2N)c1 | -12 | -18 | 5 | 12 | -7 | 3.0 | 11 | -2 | 9
CSc1ccc(S(=O)(=O)NCCOc2ccccc2C)cc1 | -2 | -5 | 2 | -5 | -9 | 3.2 | -1 | -7 | -7
COC(=O)Nc1ccc2c(c1)N(C(=O)CCN(C)C)c1ccccc1CC2 | 15 | 13 | 0 | -10 | -7 | -0.6 | -13 | -14 | 19
CC(=O)C1=C(C)N(Cc2ccccc2)C(=O)N[C@H]1CCc1ccccc1 | -5 | 5 | 14 | -3 | -18 | 4.7 | -8 | -7 | -10
CSCCC(NC(=O)COc1ccccc1)C(=O)OC(C)C(=O)Nc1ccccc1C (stereo unspecified) | -11 | 4 | 2 | 1 | -8 | 0.4 | 4 | 1 | 15
CN1COc2ccc3ccccc3c2C1 | 9 | 7 | 0 | -3 | -2 | 0.0 | -1 | -8 | 5
CC(C)OCCCN1CN(S(=O)(=O)c2ccccc2)c2nc3ccccc3nc21 | 4 | -7 | 2 | -2 | 1 | 1.2 | 10 | -17 | -9
CCSC1=NCCN1C(=O)c1c(-c2ccccc2Cl)noc1C | 2 | 5 | 2 | -3 | -22 | 0.3 | 3 | -5 | 0

Brought forward from above: two entries, then new ones.
SMILES | M4 antag | CHRM1 antagonist | M4 ag | M1 ag | OXTR potentiator | M1 ag parental | CHRM1 PAM | CHO parental Ca | CHO-K1 Ca antag
CC(C)OCCCN1CN(S(=O)(=O)c2ccccc2)c2nc3ccccc3nc21 | 4 | -7 | 2 | -2 | 1 | 1.2 | 10 | -17 | -9
CCSC1=NCCN1C(=O)c1c(-c2ccccc2Cl)noc1C | 2 | 5 | 2 | -3 | -22 | 0.3 | 3 | -5 | 0
COc1cc(OC)c2cc(C(=O)N/N=C/c3ccccc3O)[nH]c2c1 | -10 | -11 | 1 | -3 | -4 | 1.2 | 8 | -9 | -12
CC(C)Oc1cc(F)ccc1-c1cc(C(=O)Nc2ccc(C(C)C)cc2)[nH]n1 | 0 | 13 | 0 | -6 | · | 0.4 | -14 | · | 1
CN(C)c1nc(Oc2ccc(=O)n(C)n2)nc(N2CCOCC2)n1 | -5 | -6 | 2 | -1 | 2 | 0.3 | 5 | 6 | -8
COC(=O)C[C@H]1c2cc(C(F)(F)F)ccc2S(=O)(=O)N1c1ccc(N(C)C)cc1 | 0 | -7 | 5 | -6 | -1 | -0.1 | 11 | -20 | -3
COc1ccc(Cn2c(CCC(=O)O)nc3cccnc32)cc1 | -5 | 0 | 0 | -4 | -4 | 0.3 | 4 | -6 | -12
CC(Sc1ccc(Cl)cc1)C(=O)NCC(c1ccco1)N1CCCCC1 (stereo unspecified) | 1 | -9 | 0 | -8 | -11 | 2.3 | -2 | -29 | -3
C=CCN(C(=O)c1csnn1)C(C(=O)NCc1ccccc1)c1c(F)cccc1Cl (stereo unspecified) | 7 | 1 | 2 | -2 | -2 | 0.1 | 4 | -10 | -11
CCCN(C(=O)COC(=O)CNC(=O)c1ccc2ccccc2c1)c1c(N)n(Cc2ccccc2)c(=O)[nH]c1=O | -2 | -4 | 1 | -6 | 5 | 0.9 | 5 | -12 | -1
CC(C)[N+](C)(C)CC#CC(O)(c1ccccc1)c1ccccc1 | 99* | 99* | 1 | -7 | -6 | 0.2 | -25 | -21 | -8
Cc1c(C)c2ccc(OCC(=O)NCCc3c[nH]c4ccccc34)cc2oc1=O | -8 | -3 | 0 | -4 | · | 0.0 | 0 | · | 3
CC(C)(C)[C@H]1C=C(C(=O)O)O[C@@H](OCCCCO)C1 | -9 | -2 | -1 | -5 | 0 | 0.3 | 1 | -1 | -15
COc1cc2nc(CN(C)Cc3ccc(Cl)cc3)[nH]c(=O)c2cc1OC | -2 | -4 | 1 | -8 | -5 | 1.5 | 14 | -16 | -12
CCc1ccc2c(COC(=O)C3CSC4(C)CCC(=O)N34)cc(=O)oc2c1 (stereo unspecified) | 0 | -7 | 8 | -3 | -9 | 2.6 | 2 | -15 | -11
O=C(CN1C(=O)NC2(CCCC2)C1=O)Nc1ccccc1C(F)(F)F | -1 | -4 | 0 | -1 | 1 | 0.6 | 8 | 0 | -12
C=CCn1c(COc2cccc3ccc(C)nc23)nnc1SCC(=O)O | 0 | -3 | 1 | 1 | 15 | 0.1 | 7 | -2 | 13
Cc1[nH]n(-c2ccccc2)c(=O)c1C(C[N+](=O)[O-])c1ccccc1Cl (stereo unspecified) | -3 | -4 | 1 | -1 | -7 | 1.1 | 2 | -14 | -7
Oc1ccccc1C1=Nc2ncnn2C(c2ccc(F)cc2)C1 (stereo unspecified) | 3 | -7 | 1 | -3 | -12 | 0.9 | 4 | -24 | -5
Cc1cccc(N=Nc2cnc(N)s2)c1 | -2 | -3 | -1 | -2 | -3 | 6.3 | 6 | -3 | -6
CC1(C(=O)NS(=O)(=O)c2cccc(Cl)c2)CCN1C(=O)C1(c2ccc(Cl)cc2)CC1 (stereo unspecified) | -20 | -13 | 0 | -1 | · | -0.1 | 8 | · | -23
O=C(Cc1ccccc1)Nc1ccccc1N1CCCC1 | 3 | -7 | 0 | -12 | -4 | -0.5 | 7 | -22 | -8
COc1ccccc1-c1oc2ccccc2c1C#CCCO | 0 | 2 | 1 | -8 | -1 | 1.2 | 4 | -18 | -3
CN(C)c1ccc(NC(=O)CN2CCC(C(=O)c3ccc(F)cc3)CC2)cc1 | -11 | 2 | 3 | -5 | -10 | 0.8 | 2 | -11 | -5
CC(OC(=O)c1cccnc1)C(=O)NCc1ccc2c(c1)OCO2 (stereo unspecified) | 7 | -1 | 0 | -12 | -4 | 1.3 | 0 | 6 | -1
CCN(CC(=O)Nc1c(F)cccc1F)C(=O)C1CCCO1 (stereo unspecified) | -4 | -16 | 1 | -3 | · | 0.6 | 5 | · | -1
Cn1c(=O)c(C(=O)CN2CCCCCC2)c(N)n(Cc2ccccc2)c1=O | 3 | 0 | 0 | -8 | -16 | 0.0 | -4 | -16 | -1
COc1cccc(C=NNC(=O)CCCC(=O)NN=Cc2cccc(OC)c2)c1 | -5 | -12 | 4 | -2 | · | 0.6 | 5 | · | -16
O=C(CN(Cc1ccccc1)C(=O)c1csnn1)NCCc1ccccc1 | 3 | 8 | 2 | -5 | -3 | 4.0 | 2 | -17 | -1
CCc1ccc(-n2c(SCC(=O)Nc3cc(C)[nH]n3)nc3[nH]ncc3c2=O)cc1 | -1 | 3 | -2 | -2 | 0 | 0.1 | 2 | -22 | -13
COc1ccc(NC(=O)N(C)C[C@H]2Oc3ccc(NC(=O)Nc4ccc5c(c4)OCO5)cc3C(=O)N([C@H](C)CO)C[C@@H]2C)cc1 | -4 | -9 | -1 | 2 | · | -0.6 | 2 | · | 3
CCn1c(N2CCC(Cc3ccccc3)CC2)nc2c1c(=O)[nH]c(=O)n2C | 0 | -9 | 8 | -3 | -16 | 2.9 | -4 | -16 | 0
COC(=O)NCCOc1cc(C)ccc1C | 0 | -9 | 1 | -5 | -2 | 0.0 | 5 | -4 | -8
CC1(C)OC(=O)C=C[C@]2(C)[C@H]3CC[C@@]4(C)[C@H](C(=O)O)OC(=O)[C@H]5O[C@]54[C@]3(C)C(=O)C[C@@H]12 | -5 | -10 | -1 | -2 | -1 | 0.3 | 10 | -5 | -19
O=C(Nc1cc(Br)ccc1O)c1cc(-c2ccco2)on1 | 10 | -7 | 1 | -5 | 0 | 0.2 | 7 | 8 | 5
Cc1ccc(C=Nc2cc([N+](=O)[O-])ccc2C)s1 | -3 | 3 | 0 | -5 | -6 | -0.2 | 2 | 0 | 24*
COc1ccc(-c2nc(C#N)c(NCCc3ccccc3)o2)cc1OC | -6 | -2 | 5 | -6 | -7 | 1.3 | -1 | -18 | -8
N#CC1=C(SCc2ccccc2)NC(=O)CC1c1ccc(O)cc1 (stereo unspecified) | -9 | -6 | 5 | 0 | -7 | 4.3 | 6 | -5 | -39
CC(C)CC1Nc2ncnc(N3CCOCC3)c2N(Cc2ccc(Br)cc2)C1=O (stereo unspecified) | -9 | -4 | 3 | -8 | -12 | -0.6 | 6 | -19 | -11
COc1cccc(CC(NC(C)=O)C(=O)NC2CCN(C(=O)NCc3ccccc3)CC2)c1 (stereo unspecified) | -8 | -4 | 3 | 0 | · | 0.0 | 7 | · | -3
O=C1c2cccc([N+](=O)[O-])c2C(=O)N1c1ccccc1 | 3 | 1 | 1 | -3 | -3 | 0.5 | 3 | -5 | -5
CC1CC(C)CN(CCCNS(=O)(=O)c2ccc3c(c2)CCN3C(=O)C2CC2)C1 (stereo unspecified) | -2 | 1 | -1 | -14 | -15 | 1.4 | -5 | -4 | 2
CCOc1ccc(NC(=O)CN(C)C(=O)CN2C(=O)c3ccc([N+](=O)[O-])cc3C2=O)cc1OCC | -5 | -10 | 0 | 1 | · | 0.5 | 4 | · | -9
COc1ccc(Nc2nc(-c3ccc(OC)cc3)c(CCC(=O)O)s2)cc1 | 0 | -22 | 0 | -3 | -5 | 0.5 | 19 | -1 | -14
COc1ccc(N2CCOCC2)c(NC(=O)c2ccc(Br)o2)c1 | -1 | -7 | 3 | -6 | 1 | 5.5 | 5 | -24 | -6
Cc1ccccc1NC(=O)Cc1nc(-c2ccc3ccccc3c2)cs1 | 17 | 8 | 6 | -5 | -9 | 5.9 | -1 | -16 | 11
Cc1cc(OCC(=O)NC(C)C)cc(C)c1Cl | -6 | 8 | 3 | -1 | -15 | 2.1 | 1 | -6 | 2
Cc1noc(C)c1CSCC(=O)OCC(=O)Nc1ccc(OC(F)(F)F)cc1 | -6 | -4 | 4 | -4 | · | 0.9 | 3 | · | 6

Screening results (PubChem BioAssay)
